# CIT2 TOR yeast: yeast TOR pathway CIT2-GFP modulation; S. cerevisiae CIT2-GFP strain, flow cytometry, 3 h; 100 means same as DMSO wells; GFP response vs DMSO, % at 10 µM; hit rate 0.065% among 320,000;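 active = GFP response relative to DMSO above a set limit, near the screen mean plus 3 SD, cut at about 150% in these data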;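 note: ratio of well median GFP fluorescence to mean of DMSO wells on the plate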
# GRK2 aptamer HTS: blocks RNA aptamer binding to human GRK2 | hit rate 0.59% among 330,000 | bead flow cytometry, FAM-aptamer displacement from GRK2 | inhibition of aptamer binding, % at 10 µM | P25098;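 active = inhibition of aptamer binding above 40%, roughly 3 SD of noise, on plates passing a quality check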;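 note: median bead fluorescence of bound FAM aptamer so fluorescent compounds give negative values; no value below 0 was filed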
# LAP4 TOR yeast: modulators of TOR pathway LAP4-GFP in S. cerevisiae. S. cerevisiae LAP4-GFP multiplex, flow cytometry GFP, 3 h; median GFP as percent of DMSO wells. GFP response vs DMSO, % at 10 µM. hit rate 0.34% among 320,000;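 active = GFP response vs DMSO above a set limit, about the screen mean plus 3 SD, cut at about 150% in these data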
# MEP2-GFP yeast: yeast TOR pathway MEP2-GFP modulation | hit rate 0.51% among 330,000 | S. cerevisiae MEP2-GFP strain, flow cytometry GFP, 3 h; 100% = DMSO control level | GFP response vs DMSO, % at 10 µM;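 active = GFP response versus DMSO above a set limit, roughly screen mean plus 3 SD, cut at about 180% in these data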;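 note: median GFP fluorescence of the barcode-gated MEP2-GFP cells per well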
# VLA-4 inh: inhibition in a human VLA-4 binding assay; inhibition, % (about 7 µM as worked out from the volumes in the protocol); hit rate 0.2% among 330,000; VLA-4 expressing cells, ligand binding flow cytometry; P13612; in the data active = inhibition above about 50%
# Target sequence (P13612 whole entry, looked up): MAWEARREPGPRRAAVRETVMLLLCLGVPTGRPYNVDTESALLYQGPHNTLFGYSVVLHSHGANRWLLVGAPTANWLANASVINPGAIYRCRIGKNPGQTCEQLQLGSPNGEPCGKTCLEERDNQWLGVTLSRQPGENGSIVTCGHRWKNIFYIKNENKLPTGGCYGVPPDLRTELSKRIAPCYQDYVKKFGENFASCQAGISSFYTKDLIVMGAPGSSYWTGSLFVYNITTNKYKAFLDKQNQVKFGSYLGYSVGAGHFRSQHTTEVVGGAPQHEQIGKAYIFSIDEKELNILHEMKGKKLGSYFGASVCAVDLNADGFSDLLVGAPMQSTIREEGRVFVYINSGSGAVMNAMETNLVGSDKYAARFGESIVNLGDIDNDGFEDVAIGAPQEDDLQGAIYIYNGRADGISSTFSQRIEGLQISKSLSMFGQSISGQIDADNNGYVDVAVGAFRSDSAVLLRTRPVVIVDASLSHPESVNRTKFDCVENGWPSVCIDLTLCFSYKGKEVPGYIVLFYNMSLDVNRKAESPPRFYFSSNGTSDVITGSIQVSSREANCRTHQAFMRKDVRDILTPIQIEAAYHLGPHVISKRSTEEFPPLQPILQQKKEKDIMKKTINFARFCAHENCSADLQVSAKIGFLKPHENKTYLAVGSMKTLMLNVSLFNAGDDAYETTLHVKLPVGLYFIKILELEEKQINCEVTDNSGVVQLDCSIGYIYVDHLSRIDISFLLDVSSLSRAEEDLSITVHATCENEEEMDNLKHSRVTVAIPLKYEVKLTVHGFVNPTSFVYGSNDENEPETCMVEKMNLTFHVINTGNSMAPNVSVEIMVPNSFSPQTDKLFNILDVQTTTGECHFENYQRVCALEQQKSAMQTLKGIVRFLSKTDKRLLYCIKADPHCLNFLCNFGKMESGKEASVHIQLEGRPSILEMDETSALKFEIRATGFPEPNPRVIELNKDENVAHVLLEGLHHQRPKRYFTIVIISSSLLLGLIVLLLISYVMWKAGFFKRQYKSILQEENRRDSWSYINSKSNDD
# AGP1-GFP MLPCN: alters AGP1-GFP fluorescence in TOR pathway yeast screen. S. cerevisiae AGP1-GFP multiplex flow cytometry, 3 h; GFP as percent of DMSO wells. GFP response vs DMSO, % at 10 µM. hit rate 0.02% among 320,000. AID 2066;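 active = GFP response relative to DMSO above a set limit, near screen average plus 3 SD, cut at about 150% in these data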;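 note: median GFP channel fluorescence of the gated AGP1 strain per well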
# JMJD2C inh: human JMJD2C demethylase inhibition | Q9H3R0 | GST-JMJD2C(1-420) H3K9me3 demethylation, DELFIA europium | inhibition, % at 2.35 µM | hit rate 0.069% among 330,000 | AID 2099;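 active = more than half of a compound's replicate wells show inhibition beyond 50%, single wells judged on their own value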;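 note: signal counts dimethyl H3K9 product captured on neutravidin plate; 0% = median of DMSO wells and 100% = 0.3 times that DMSO median; strong numbers were not always called active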
# RPL19A TOR yeast: yeast TOR pathway RPL19A-GFP modulation; percent response vs DMSO, % at 10 µM; S. cerevisiae RPL19A-GFP strain, flow cytometry, 3 h; active compounds read low; AID 2025; hit rate 0.3% among 330,000;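 active = percent response vs DMSO below 50%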;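 note: median channel GFP fluorescence of the barcoded RPL19A-GFP strain; ratio of sample median GFP to plate DMSO average so 100% = DMSO; lower means less RPL19A-GFP as with rapamycin TOR inhibition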
# Active calls of the source: *; . = not tested or not shown; & = joins results of further samples.
SMILES,CIT2 TOR yeast,GRK2 aptamer HTS,LAP4 TOR yeast,MEP2-GFP yeast,VLA-4 inh,AGP1-GFP MLPCN,JMJD2C inh,RPL19A TOR yeast
CSc1ccccc1NC(=O)c1onc(C)c1Cl,97,6,102,100,42,100,27,101
COc1ccc(-c2cn3c(C)c(C(=O)N4CCN(c5ccccc5F)CC4)sc3n2)cc1,99,2,108,98,18,99,-1,97
COc1ccc(S(=O)(=O)N2CCCOC2CNC(=O)C(=O)NCCCN2CCOCC2)cc1 (stereo not drawn),97,0,90,97,4,94,29,96
CS(=O)(=O)N(Cc1ccc(C(=O)NC2CCCCC2O)cc1)c1ccccc1 (stereo not drawn),102,0,100,103,8,101,23,96
Cc1ccc(S(=O)(=O)NCC2CCCO2)cc1[N+](=O)[O-] (stereo not drawn),91,2,113,94,-8,103,-11,95
O=C(CSc1n[nH]c(-c2ccc(S(=O)(=O)N3CCCCC3)cc2)n1)Nc1nccs1,100,0,102,101,7,102,0,101
O=C(CSc1n[nH]c(-c2cccs2)n1)N1CCN(S(=O)(=O)c2ccccc2)CC1,94,3,94,95,9,97,6&1,99
CN(C)c1cccc(C(=O)N/N=C/c2ccoc2)c1,99,0,108,89,2,102,-2,97
CCc1cc(=O)oc2cc(OCC(=O)N3CCC(C(=O)O)CC3)ccc12,94,0,103,100,23,98,.,100
Cc1ccccc1N1Cc2ccccc2C1,109,0,99,95,-23,109,2,107
O=S(=O)(c1cc(F)cc(F)c1)N1CCN(c2ncccn2)CC1,91,0,95,98,-16,98,3,95
O=C(c1cc(Cl)ccc1Cl)N1CCOCC1,98,5,94,104,4,105,9,98
COc1ccc(CCNC(=O)c2ccccc2)cc1,91,4,107,99,6,97,-9,101
Cc1nnc(SCCn2c(N3CCCC(C)C3)nc3c2c(=O)[nH]c(=O)n3C)s1 (stereo not drawn),85,0,99,94,12,86,0,95
O=C(CCN1c2ccccc2Sc2ccccc21)Oc1ccccc1,95,0,85,100,4,92,-2,100
CCn1c(=NC(=O)CS(=O)(=O)c2ccc(C)cc2)sc2cccc(OC)c21,98,2,103,106,-7,99,7,97
O=C(NCCCN1CCOCC1)C1CCN(S(=O)(=O)c2c(Cl)cccc2Cl)CC1,.,0,84,103,-2,95,-22,113
CCCn1ncc([C@@H]2C[C@H]3CN(Cc4cccc(Cl)c4)C(=O)[C@]34CCCN24)c1C,100,7,102,98,-2,103,6,97
Cc1cc(C)n2nc(-c3ccco3)nc2n1,105,1,98,94,-8,99,1,103
CCCCCCNCC1OCc2ccccc2CO1,102,0,101,103,3,101,4,106
O=C(Cc1ccc(-c2ccccc2)cc1)NCCN1CCOCC1,98,1,119,108,9,107,-5,106
Cc1onc(-c2c(F)cccc2Cl)c1C(=O)Nc1sc2c(c1C(N)=O)CCC2,95,5,91,99,2,90,-1,91
COc1ccc(NC(=O)CN(C)C(=O)c2cccc(-n3cccc3)c2)cc1,97,26,103,96,4,103,0,97
O=C(C1CCN(S(=O)(=O)c2cnc[nH]2)CC1)N1CCN(Cc2ccc3c(c2)OCO3)CC1,99,1,99,109,18,94,.,94
COCCNC(=O)Cn1ccc2cc(S(=O)(=O)N3CCCCC3)ccc21,109,1,100,121,-13,66,1,78
CCCCn1c(O)c(N=NC(=O)c2ccccc2NS(=O)(=O)c2cccs2)c2ccccc21,99,1,98,100,1,103,4,99
O=C(c1ccc(Cl)cc1)c1cnc(Nc2ccccc2)s1,99,4,96,93,-5,97,4,99
Fc1ccc(N2CCN(c3nc(-c4ccco4)cc(C(F)(F)F)n3)CC2)cc1,104,0,106,109,-4,104,-43,104
O=C(OCC(=O)N1CCCCCC1)c1cccc(Cl)c1,102,0,100,96,-11,98,1,95
CCC(C)NC(=O)CN(C)S(=O)(=O)c1ccc2c(c1)c(=O)n(C)c(=O)n2C (stereo not drawn),101,6,106,106,-10,102,-8,99
O=C1NC[C@@H](Cc2cccc3ccccc23)N(CCC23CC4CC(CC(C4)C2)C3)C1=O,81,2,118,89,2,75,14,86
O=C(OC1CCOC1=O)c1cccc(S(=O)(=O)N2CCc3ccccc3C2)c1 (stereo not drawn),91,0,101,93,15,101,-5,98
O=C(c1ccc(CN2CCOCC2)cc1)N1CCN(Cc2ccccc2)CC1,96,2,94,93,11,94,-6,99
Cc1c(C(C)(C)O)[nH]c2ccc(C(F)(F)F)cc12,95,1,142,95,26,86,9,100
COCCCNC(=O)CSc1ccc(Cl)cc1,97,0,102,104,1,99,-10,100
O=C1C=C(c2cccc(Cl)c2)C[C@@H](c2ccc(Cl)cc2)C1,98,1,111,100,0,99,-4,101
CCN1CCN(c2ccc([N+](=O)[O-])cc2C(=O)c2ccc(Cl)cc2)CC1,102,0,100,105,8,.,0,95
CC1CCc2nc3sc4c(c3c(N)c2C1)CCCC4 (stereo not drawn),108,0,98,101,4,102,-3,101
CN(C)c1ccc(/C=N/NC(=O)c2ccco2)cc1,110,0,99,113,3,105,1,106
CCCCNC(=O)c1onc(CSc2ccc(F)c(F)c2)c1C(=O)NCCCC,82,0,108,97,18,91,12,103
COC(=O)c1ccccc1NC(=O)CSc1nnc(-c2cccnc2)o1,105,0,102,124,-10,98,-8,98
CC1(C)O[C@@H]2[C@@H](CO[C@@]3(COS(N)(=O)=O)OC(C)(C)O[C@@H]23)O1,99,2,104,89,-7,94,0,98
Cc1nn(C)cc1C(C(=O)NC1CCCCC1)N(Cc1ccccc1Cl)C(=O)c1cnccn1 (stereo not drawn),107,4,107,103,45,109,2,109
CC(=O)N1CCc2cc(S(=O)(=O)NC(CC(C)C)C(=O)N3CCn4c3nc3ccccc34)ccc21 (stereo not drawn),99,1,104,96,2,100,11,99
COc1cccc(C2NC(=S)NC(C)=C2C(=O)c2ccccc2)c1OC (stereo not drawn),90,0,87,97,9,93,14,94
COc1ccc(N(CC(=O)NCc2cccnc2)S(=O)(=O)c2ccccc2)c(OC)c1,97,0,103,102,15,96,3,97
COc1ccccc1/C=C1\C(=O)Nc2ccccc21,94,3,109,100,-1,90,9,100
Cc1cccc(C(=O)NC(=S)NNC(=O)COc2c(C)cccc2C)c1,73,2,96,92,13,94,-28,101
COc1ccc(/C=N/NC(=O)c2ccc3nc[nH]c3c2)c(OC)c1OC,103,2,104,107,-3,102,-4,105
O=C(NCc1cccnc1)c1cn(-c2ccccc2)nc1-c1cccs1,105,0,99,112,9,105,-9,107
Cc1ccc(CNCc2cccnc2)s1,98,21,93,96,1,94,9,93
O=C(O)CC/C(=N/Nc1ccc([N+](=O)[O-])cc1)C(=O)O,110,1,101,97,0,95,0,104
CCc1ccc(NC(=O)c2cc(-c3ccco3)on2)cc1,100,0,111,106,-12,95,-37,95
COc1cc2c(cc1OC)C(C(=O)NCCN(C)C)C(c1cccs1)N(C)C2=O (stereo not drawn),104,4,113,106,5,104,-12,97
CCCc1nnc(NC(=O)C2CCN(C(=O)C3CC(=O)N(c4ccc(C)cc4)C3)CC2)s1 (stereo not drawn),100,0,93,98,6,98,-4,105
CCC(Oc1ccccc1C)C(=O)Nc1ccc(S(=O)(=O)Nc2cc(C)on2)cc1 (stereo not drawn),97,0,102,105,15,94,-10,96
Cn1c(CNC(=O)CCNC(=O)c2ccc(Br)cc2)cc(=O)n(C)c1=O,102,0,99,110,9,102,10,100
O=C(CSc1nc2ccccc2s1)N1c2ccccc2Sc2ccc(Cl)cc21,105,1,108,108,2,108,-1,101
CC1CC(C)CN(S(=O)(=O)c2ccc(F)c(C(=O)Nc3ccc(Cl)cc3F)c2)C1 (stereo not drawn),105,2,103,109,3,106,18,102
COc1cc(Cl)c(C)cc1NC(=O)COC(=O)c1cc(SC)ccc1Cl,101,0,102,103,4,98,3,98

# (further entries)
SMILES,CIT2 TOR yeast,GRK2 aptamer HTS,LAP4 TOR yeast,MEP2-GFP yeast,VLA-4 inh,AGP1-GFP MLPCN,JMJD2C inh,RPL19A TOR yeast
CC1CC(C)CN(S(=O)(=O)N2CCCC(C(=O)NC3CCCCC3)C2)C1 (stereo not drawn),96,0,88,102,-7,103,1,101
COc1ccc(C)cc1S(=O)(=O)Nc1cccc(-c2cn3cccnc3n2)c1,89,0,94,104,1,91,-5,103
Cc1ccc(CCSc2ccc(C(C)C)cc2)cn1,85,0,93,95,16,86,-7,93
CCCCN1CCc2[nH]c(=S)[nH]c(=O)c2C1,100,2,96,105,-13,100,3,105
CCCn1c(SCC(=O)N2CCCC(C)C2)nnc1-c1cccnc1 (stereo not drawn),87,1,105,98,-3,101,-6,95
O=C(Nc1ccc(/C=C/c2nc3ccccc3o2)cc1)c1ccc(F)cc1,109,1,111,109,-24,104,-8,99
CC(C)C(=O)Nc1ccc(NC(=O)c2ccc3c(c2)OCO3)cc1,105,4,92,104,17,98,15,106

# 16 compounds already listed, ordered by formula weight, largest number first:
SMILES,CIT2 TOR yeast,GRK2 aptamer HTS,LAP4 TOR yeast,MEP2-GFP yeast,VLA-4 inh,AGP1-GFP MLPCN,JMJD2C inh,RPL19A TOR yeast
CCCc1nnc(NC(=O)C2CCN(C(=O)C3CC(=O)N(c4ccc(C)cc4)C3)CC2)s1 (stereo not drawn),100,0,93,98,6,98,-4,105
CC1CC(C)CN(S(=O)(=O)c2ccc(F)c(C(=O)Nc3ccc(Cl)cc3F)c2)C1 (stereo not drawn),105,2,103,109,3,106,18,102
O=C(CSc1nc2ccccc2s1)N1c2ccccc2Sc2ccc(Cl)cc21,105,1,108,108,2,108,-1,101
CCC(Oc1ccccc1C)C(=O)Nc1ccc(S(=O)(=O)Nc2cc(C)on2)cc1 (stereo not drawn),97,0,102,105,15,94,-10,96
Cn1c(CNC(=O)CCNC(=O)c2ccc(Br)cc2)cc(=O)n(C)c1=O,102,0,99,110,9,102,10,100
COc1cc(Cl)c(C)cc1NC(=O)COC(=O)c1cc(SC)ccc1Cl,101,0,102,103,4,98,3,98
COc1ccc(C)cc1S(=O)(=O)Nc1cccc(-c2cn3cccnc3n2)c1,89,0,94,104,1,91,-5,103
CC1CC(C)CN(S(=O)(=O)N2CCCC(C(=O)NC3CCCCC3)C2)C1 (stereo not drawn),96,0,88,102,-7,103,1,101
O=C(NCc1cccnc1)c1cn(-c2ccccc2)nc1-c1cccs1,105,0,99,112,9,105,-9,107
CCCn1c(SCC(=O)N2CCCC(C)C2)nnc1-c1cccnc1 (stereo not drawn),87,1,105,98,-3,101,-6,95
CC(C)C(=O)Nc1ccc(NC(=O)c2ccc3c(c2)OCO3)cc1,105,4,92,104,17,98,15,106
CCc1ccc(NC(=O)c2cc(-c3ccco3)on2)cc1,100,0,111,106,-12,95,-37,95
O=C(O)CC/C(=N/Nc1ccc([N+](=O)[O-])cc1)C(=O)O,110,1,101,97,0,95,0,104
Cc1ccc(CCSc2ccc(C(C)C)cc2)cn1,85,0,93,95,16,86,-7,93
CCCCN1CCc2[nH]c(=S)[nH]c(=O)c2C1,100,2,96,105,-13,100,3,105
Cc1ccc(CNCc2cccnc2)s1,98,21,93,96,1,94,9,93

# From PubChem
